# Compound activity deposited in PubChem by several laboratories.
# HTRA1 inhibitor: blocks human HTRA1 serine peptidase; Q92743; recombinant HTRA1, FP-rhodamine activity-based probe, fluorescence polarization; inhibition, % at 5.96 µM; 0.5% of 340,000 active; AID 504803; in the data active = inhibition above about 36%;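 note: 0% = enzyme with DMSO and 100% = wells lacking enzyme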
# MBD2 DNA inh: inhibitors of human MBD2 binding to methylated oligonucleotide | TR-FRET | inhibition, % at 4.4 µM | 0.31% of 370,000 active | AID 686964; in the data active = inhibition above about 13%
# TCR CD3 inh: inhibitors of human TCR-CD3 interaction. TAMRA-labeled TCR probe fluorescence, biochemical. inhibition, % at 9.4 µM. 0.37% of 360,000 active; in the data active = inhibition above about 19%;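 note: recombinant mutant TCR 2C K166C tagged with TAMRA read by polarization; 0% = receptor in buffer alone and 100% = receptor with positive control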
# TDP2 inh: blocks human TDP2 phosphodiesterase activity. O95551. recombinant TDP2, T5PNP hydrolysis, p-nitrophenol absorbance 415 nm. inhibition, % at 12.8 µM. 0.34% of 370,000 active. AID 720702;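 active = inhibition above the mean of all tested compounds plus 3 SD, set per campaign, cut at about 25% in these data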;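 note: 0% = DMSO with enzyme and 100% = buffer with substrate but no TDP2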
#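 System – recombinant human TDP2 · Quantity – TDP2 enzyme at 120 nM final · Doses – single concentration, 12.8 µM nominal, with 1% DMSO · Incubation – 2 h at 37 °C · Measured by – epi absorbance of p-nitrophenol freed from T5PNP by hydrolysis · Read-out – % inhibition relative to enzyme-containing and enzyme-free wells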
# PRMT1 FP inh: blocks human protein arginine methyltransferase 1. Q99873. recombinant PRMT1, activity-based probe fluorescence polarization. inhibition, % at 2.79 µM. 1.3% of 370,000 active;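 active = inhibition above about 21% made by adding two undisclosed values, limit read from the data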
# LEDGF integ inh: blocks HIV-1 LEDGF/p75-dependent DNA integration. 0.64% of 370,000 active. inhibition, % at 3.7 µM. AID 743269. TR-FRET IN-LEDGF/p75 DNA integration, Eu/Cy5;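 active = inhibition above the screen-wide mean plus 3 SD, cut at about 13% in these data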;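 note: signal is the Cy5 over europium emission ratio at 671 and 618 nm; 0% = plate median of compound wells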
# SIAE primary: blocks human sialic acid acetylesterase. 0.69% of 370,000 active. inhibition, % at 9.66 µM. AID 1053197. Q9HAT2. SIAE FP-Rh probe binding, fluorescence polarization;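 active = inhibition above a cutoff: mean of compounds within the control limits plus 3 SD of those, cut at about 17% in these data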;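 note: 0% = plate median of compound wells and 100% = probe without SIAE protein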
# ABHD4 inh: inhibits mouse alpha/beta hydrolase domain 4; Q8VD66; inhibition, % at 8.92 µM; purified mABHD4, FP-Rh probe fluorescence polarization; AID 720543; 0.54% of 370,000 active;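 active = inhibition exceeding the mean over every tested compound plus 3 SD, cut at about 30% in these data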;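 note: 0% = plate median of compound wells and 100% = S159A mutant with DMSO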
#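 system = mouse ABHD4 enzyme, wild type | medium = HEPES pH 7.0, NaCl, Pluronic buffer | also added = FP-Rh probe | incubation = Enzyme–compound pre-incubation 45 min, then probe 60 min, both 25 °C | technique = fluorescence polarization, excitation 525 nm, emission 598 nm, BODIPY TMR filters | controls = S159A mutant high control, sample median low control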
# rCAG RNA binder: molecules binding r(CAG) RNA repeats. r(CAG) RNA repeat, TO-PRO-1 dye displacement fluorescence. inhibition, % at 3 µM. 1.3% of 370,000 active. AID 651821;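 active = inhibition above the plate cutoff, the mean of all test compounds on that plate plus 3 SD, cut at about 35% in these data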;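 note: 0% = DMSO alone and 100% = 100 µM mitoxantrone as full dye displacement; higher means more dye released from RNA so lower well fluorescence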
# GC-B act: GC-B (human) receptor activation; 0.11% of 370,000 active; AID 1920062; P20594; HEK293-GC-B cells, CNP EC30, cGMP TR-FRET; 0% at EC30 CNP, 100% saturating CNP; activation, % at 10 µM;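 active = activation at 10 µM reaching about 35% in either raw or pattern-adjusted values, limit read from the data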
# Target sequence (P20594 whole entry, looked up): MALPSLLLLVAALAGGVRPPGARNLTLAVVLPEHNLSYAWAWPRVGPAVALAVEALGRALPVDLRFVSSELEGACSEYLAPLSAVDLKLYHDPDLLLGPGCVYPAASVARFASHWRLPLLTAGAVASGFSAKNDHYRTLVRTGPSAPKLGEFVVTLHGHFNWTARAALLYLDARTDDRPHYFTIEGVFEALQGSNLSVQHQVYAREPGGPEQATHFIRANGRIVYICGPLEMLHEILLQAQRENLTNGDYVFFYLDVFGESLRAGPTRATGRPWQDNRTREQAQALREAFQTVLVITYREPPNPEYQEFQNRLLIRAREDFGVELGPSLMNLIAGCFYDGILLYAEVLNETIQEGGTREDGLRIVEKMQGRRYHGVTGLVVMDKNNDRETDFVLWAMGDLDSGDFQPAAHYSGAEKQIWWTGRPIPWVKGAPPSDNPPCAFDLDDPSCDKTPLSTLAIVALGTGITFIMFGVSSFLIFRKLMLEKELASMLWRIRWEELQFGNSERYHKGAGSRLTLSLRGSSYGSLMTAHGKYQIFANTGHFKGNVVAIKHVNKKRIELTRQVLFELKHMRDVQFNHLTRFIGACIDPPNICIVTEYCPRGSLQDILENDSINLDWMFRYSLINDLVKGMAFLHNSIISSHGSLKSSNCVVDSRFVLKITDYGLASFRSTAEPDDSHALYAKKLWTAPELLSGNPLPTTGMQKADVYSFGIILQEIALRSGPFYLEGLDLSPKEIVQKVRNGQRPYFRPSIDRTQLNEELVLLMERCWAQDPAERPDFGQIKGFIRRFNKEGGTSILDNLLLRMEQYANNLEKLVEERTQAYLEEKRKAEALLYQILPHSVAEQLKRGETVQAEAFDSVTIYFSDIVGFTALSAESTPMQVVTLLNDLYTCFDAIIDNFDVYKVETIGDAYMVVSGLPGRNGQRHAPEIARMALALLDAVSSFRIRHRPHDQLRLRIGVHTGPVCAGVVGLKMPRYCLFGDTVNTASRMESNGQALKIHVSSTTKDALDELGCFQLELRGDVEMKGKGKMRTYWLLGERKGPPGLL
# Starred values were filed as active, the others as inactive; x = not tested or not shown. This is a subset. The share of hits here may be higher or lower than overall.
SMILES,HTRA1 inhibitor,MBD2 DNA inh,TCR CD3 inh,TDP2 inh,PRMT1 FP inh,LEDGF integ inh,SIAE primary,ABHD4 inh,rCAG RNA binder,GC-B act
CCC(=O)Nc1ccc2c(c1)nc(CN1CCN(C(C)=O)CC1)n2C,0,-7,3,9,1,-3,4,-1,2,-3
COc1ccccc1N1C(=O)c2ccccc2NC1c1ccncc1 (stereo unspecified),6,4,-9,0,-1,0,2,-1,-4,-3
COCc1cc(C)nc(OCC(=O)N/N=C/c2ccc(OC)c(OC)c2)c1C#N,4,4,-9,-6,6,-8,-4,-7,-8,2
CCC(C(=O)NCCCN1CC(C)CC(C)C1)n1ncn2c(cc3occc32)c1=O (stereo unspecified),-3,-2,5,-4,-2,0,3,0,0,2
O=C(Nc1nc2cc3c(cc2s1)OCCO3)c1cccc(N2C(=O)CCC2=O)c1,14,8,-10,-3,1,2,-14,-9,0,0
CN(C)c1ccc(N=Cc2nc(-c3ccccc3)oc2OC(=O)c2ccccc2)cc1,3,-4,3,3,-3,-1,-2,3,0,-13
c1cncc(-c2noc(CC3CCCCC3)n2)c1,2,-2,-1,6,-1,0,5,-1,-2,-4
O=C(CS(=O)(=O)Cc1ccccc1)Nc1ncccn1,4,-1,5,-13,0,-2,0,6,0,-3
CCN(CC)CCn1c(=N)n(CC(=O)c2ccc(Br)s2)c2ccccc21,x,0,-6,-16,2,3,2,2,10,-10
COc1ccc(C(NC(=O)CNC(C)=O)C(=O)Nc2ccc(C(C)C)cc2)cc1 (stereo unspecified),13,1,-4,-7,2,-3,-1,7,-5,5
O=C(NCc1ccco1)C1CCCN(S(=O)(=O)c2ccc([N+](=O)[O-])cc2)C1 (stereo unspecified),x,2,x,-3,-6,1,-6,-2,1,-3
Cc1ccc(C(=O)Nc2ccc(Cc3ccncc3)cc2)cc1[N+](=O)[O-],-8,-2,-5,-1,-4,5,-2,-3,-3,-3
COc1ccc(CN2C(=O)C(O)(CC(=O)c3ccc4c(c3)OCO4)c3ccccc32)cc1OC (stereo unspecified),-19,-4,6,-2,-3,-5,-7,1,9,-3
CCN(CC)CCN(C(=O)C1=COCCO1)c1nc2c(OC)ccc(OC)c2s1,4,-5,2,8,2,0,1,4,-4,-8
O=C(C[C@@H]1C/C=C\CCCC(=O)OC[C@@H]2CCCN2C1=O)NCCO,1,2,6,1,-3,-2,1,-5,-3,6
COc1ccc(-c2c(-c3ccsc3)oc3c2C(O)CCC3)cn1 (stereo unspecified),x,7,10,4,4,-1,10,-6,3,-1
CCN(C(=O)COC(=O)/C(=C/c1ccccc1)NC(C)=O)c1c(N)n(Cc2ccccc2)c(=O)[nH]c1=O,2,0,-2,3,5,-3,6,0,2,-2
Cn1c(N)c(C(=O)COC(=O)Cc2ccsc2)c(=O)n(C)c1=O,-1,5,1,-1,2,1,3,-1,-2,-1
CCOc1ccc(CNC(=O)c2ccc3nc(N4CCOCC4)sc3c2)cc1,-6,0,-3,2,2,1,-3,-2,0,8
COc1ccccc1CNC1CCCc2ccccc21 (stereo unspecified),0,-2,-2,10,3,-2,-3,12,2,-7

# Exported with two lines to a compound: four of the compounds above.
# Every second line gives: HTRA1 inhibitor | MBD2 DNA inh | TCR CD3 inh | TDP2 inh | PRMT1 FP inh | LEDGF integ inh | SIAE primary | ABHD4 inh | rCAG RNA binder | GC-B act
Cc1ccc(C(=O)Nc2ccc(Cc3ccncc3)cc2)cc1[N+](=O)[O-]
  -8 | -2 | -5 | -1 | -4 | 5 | -2 | -3 | -3 | -3
COc1ccccc1CNC1CCCc2ccccc21 (stereo unspecified)
  0 | -2 | -2 | 10 | 3 | -2 | -3 | 12 | 2 | -7
CCN(CC)CCN(C(=O)C1=COCCO1)c1nc2c(OC)ccc(OC)c2s1
  4 | -5 | 2 | 8 | 2 | 0 | 1 | 4 | -4 | -8
CCN(C(=O)COC(=O)/C(=C/c1ccccc1)NC(C)=O)c1c(N)n(Cc2ccccc2)c(=O)[nH]c1=O
  2 | 0 | -2 | 3 | 5 | -3 | 6 | 0 | 2 | -2

# Next part:
SMILES,HTRA1 inhibitor,MBD2 DNA inh,TCR CD3 inh,TDP2 inh,PRMT1 FP inh,LEDGF integ inh,SIAE primary,ABHD4 inh,rCAG RNA binder,GC-B act
O=C(NCCCc1ccccc1)O[C@@H]1CC[C@@]23CCCN2C(=O)CCC[C@H]3C1,x,-3,x,-5,-3,1,-1,3,x,4
CCOC(=O)CSc1nnc(CNC(=O)c2ccc(S(=O)(=O)N3CCCC3)cc2)n1C,6,0,-2,-5,0,6,11,4,-1,2
COCCNCCCCOc1ccccc1-c1ccccc1,-2,-4,-1,-4,-4,0,-3,10,33,1
CCn1c(=O)c2c(nc(SCC(=O)N3CCC(C)CC3)n2C)n(C)c1=O,3,-1,-3,-13,-3,3,2,2,0,-4
CC1CN(C(=O)COC(=O)c2cc3ccccc3cc2O)CC(C)O1 (stereo unspecified),3,-2,-10,-1,5,1,11,-10,3,-2
Cc1nc(SCC(=O)N(C)c2ccccc2)[nH]c(=O)c1C,x,-7,x,6,-1,-1,0,3,x,-2
COC(=O)CC1C(=O)NCCN1C(=O)CSc1nc2ccc([N+](=O)[O-])cc2s1 (stereo unspecified),-3,-4,2,3,-4,-3,3,-3,6,0
CC1(C)[C@@H](O)CC[C@]2(C)C3C(O)C=C4[C@H]5C[C@@](C)(CO)CC[C@]5(C)CC[C@]4(C)[C@]3(C)CC[C@@H]12 (stereo partly specified),-12,3,-5,-2,-1,0,-10,-5,6,11
COc1ccc(NC(=O)CSCC(=O)Nc2ccccc2C(=O)N2CCCCC2)cc1,-2,-2,-1,-21,8,-3,4,2,5,4
C[C@]12c3[nH]c4ccc(Cl)cc4c3CCN1C(=O)[C@@H](CC(=O)NCCN1CCOCC1)C[C@@H]2C(=O)N1CCOCC1,-5,-1,4,1,-6,0,3,0,3,1
CCc1cc2c(-c3ccccc3)cc(=O)oc2cc1OC(C)C(C)=O (stereo unspecified),-15,-2,4,9,-1,-1,-6,-10,-7,-4
O=C(Oc1ccc2ccccc2c1)c1ccccc1,-22,-12,6,5,-1,0,1,-1,3,-7
CCC(=O)Nc1nc(C)c(-c2csc(Nc3cccc(C(=O)O)c3)n2)s1,4,0,6,20,-2,2,-23,24,28,-2
O=C(NNC(=O)c1ccc(Br)o1)c1ccc(NC(=O)c2ccccc2)cc1,-7,3,6,1,-2,1,4,1,-2,3
COc1cccc(CNC(=O)CCS(=O)(=O)c2cc3c(cc2C)NC(=O)CO3)c1,3,-2,-4,1,0,-4,-5,8,3,4
CCCc1nnc(NC(=O)c2cn(CC)c3cc(N4CCN(C)CC4)c(F)cc3c2=O)s1,x,4,-17,-4,1,-3,0,4,-3,-2
COc1ccc(CC(=O)OCC(=O)NCc2ccc(Cl)cc2)cc1,4,4,-9,-6,3,-1,-2,3,-8,4
O=C(Nc1ccccc1)N(CCCN1CCOCC1)Cc1cc2cc3c(cc2[nH]c1=O)OCCO3,0,-5,-1,-4,0,0,-2,2,3,-3
CCN1CCN(C(c2ccccc2)c2nnnn2Cc2ccc3c(c2)OCO3)CC1 (stereo unspecified),4,3,-1,0,3,25*,-4,4,-4,-1
CCOC(=O)N1CCN(C(=O)c2cc(OC)cc(OC)c2)CC1,-1,6,-4,12,-1,0,0,0,-3,-2
Cc1ccc(C)c(N/C(N)=N/c2nc(C)cc(C)n2)c1,-3,2,4,3,3,1,1,1,16,-3
COCCCN1C(=O)c2ccc(C(=O)NCc3ccco3)cc2C1=O,-1,-1,-8,-7,-1,0,2,-6,2,0
CCOC(=O)c1[nH]c2cc(OC)c(OC)cc2c1NC(=O)CCN1CCSCC1,-5,-4,-1,-16,-5,1,3,-3,-2,4
CCOC(=O)c1ccccc1NC(=O)c1n[nH]c(=O)c2ccccc12,2,1,4,4,-4,0,1,-4,1,0
CN1CCc2nc3sc(C(=O)C45CC6CC(CC(C6)C4)C5)c(N)c3cc2C1,17,-5,7,-12,5,3,-5,24,5,-4
CCC(C)NC(=O)CN1C(=O)NC2(CCOc3ccccc32)C1=O (stereo unspecified),4,5,-1,-9,3,5,-9,0,2,-1
CC(C)CSc1ncc(-c2cccc(C(F)(F)F)c2)cn1,1,-4,-1,-18,0,4,-3,-5,-1,-4
CN(C)c1ccc(/C=C/C(=O)c2cccnc2)cc1,6,-23,-4,-7,-4,1,-14,-32,-15,-2
COc1ccc(NC(=O)CN2CCN(S(=O)(=O)c3ccc(Cl)cc3)CC2)cc1Cl,-2,-2,4,-1,2,-3,5,-4,0,0
O=S(=O)(c1ccc(Cl)s1)N1CCCc2cccc(O)c21,-9,5,-4,6,3,3,4,1,-1,-8
CCOC(=O)CN1C(=O)S/C(=C/c2cccc([N+](=O)[O-])c2O)C1=O,2,-2,-1,4,-1,3,0,3,2,0
CCN(CC)/C(=N\S(=O)(=O)c1ccccc1C)c1ccccc1,-8,-4,6,0,-2,0,-3,-4,-4,3
COc1ccc([N+](=O)[O-])cc1NC(=O)CCN1CCN(c2ccccc2OC)CC1,1,2,7,1,-1,0,3,4,-4,-3
COc1ccc(CC(=O)Nc2ccc(C(=O)Nc3nccs3)cc2)cc1OC,-16,0,-4,-3,8,-3,-7,-5,6,7
O=C(CSc1nnc2c(n1)[nH]c1ccccc12)NCc1ccco1,-5,-5,9,2,11,3,-1,1,4,0
Cc1nn(-c2ccccc2)c2nc(-c3ccccc3)cc(C(=O)N3CCOCC3)c12,-16,-3,0,7,-3,3,-9,-13,3,1
COc1ccc(NC(=O)CN2CCN(CC(=O)Nc3ccc(OC)c(OC)c3)CC2)cc1,1,-6,-6,-24,-1,0,-6,-7,-4,-2
COc1ccc(NC(=S)NNC(=O)c2ccco2)c(OC)c1,-2,-1,-4,4,-6,3,0,3,2,0
Cc1cccc(S(=O)(=O)NC(=O)C2(C)CCN2C(=O)Cc2ccsc2)c1 (stereo unspecified),x,2,13,-1,-2,-3,-9,-1,5,4
COc1cccc(C(=O)OCCNC(=O)c2cccnc2)c1,2,6,2,2,-2,6,5,-2,-2,0
O=C(OCC(=O)N1CCCc2ccccc21)c1ccc(F)c(S(=O)(=O)N2CCOCC2)c1,-4,4,3,-2,-1,0,-1,0,-6,3
OC(COc1ccccc1)CN1CCCCCC1 (stereo unspecified),3,3,3,2,-1,-1,-6,-1,-3,-3
COc1ccc(C2=NN(CCC(=O)NC3CCC(C)CC3)C(=O)CC2)cc1 (stereo unspecified),14,-1,-1,3,2,2,2,-2,-9,-3
Cc1ccc2nc(-c3ccccc3)c(CN3CCN(c4ccccc4F)CC3)n2c1,-1,-1,12,10,3,0,0,-3,0,2
CN1C(C)(C)CC(=NOC(=O)c2ccccc2)CC1(C)C,4,0,0,0,-4,0,14,-8,-5,-3
CCc1ccc(OCC(=O)Nc2ccc(CN3CCCCC3)cc2)cc1,5,-1,-5,2,-1,-2,2,5,-7,2
COc1cc(C(=O)Nc2nc(-c3cc(C)ccc3C)c(C)s2)ccc1OCC(=O)Nc1ccc(F)cc1,-2,0,-1,6,-3,1,0,-3,4,4
Cc1ccc(S(=O)(=O)N(C)C[C@@H]2OCc3cnnn3CCCC(=O)N([C@H](C)CO)C[C@@H]2C)cc1,8,1,-3,-1,1,2,-5,6,-1,5
